Source: PubChem BioAssay
INS-1E GSIS act: GLuc luminescence reporter in INS-1E cells, primary screen for activators of glucose-dependent secretion of insulin | activation, % at 16.6 µM | hit rate 0.61% among 370,000 | INS-1E GLuc reporter insulin secretion, 2-3 h;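 active = lowest replicate activation of at least 40%, so every replicate reaches that level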;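 also: 0% = median of neutral control wells and 100% = median of IBMX positive control wells; some compounds called inactive have numbers as strong as hits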
LGR2 antag: Drosophila LGR2 receptor signaling inhibition. HEK293 LGR2, CRE-luciferase, bursicon-stimulated, 4 h. AID 720647. inhibition, % at 9.99 µM. hit rate 0.35% among 380,000;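 active = drop in luminescence signal, shown as inhibition above about 50% in the replicate tests, limit read from the data, passing the limit was not always enough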;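 also: agonist challenge used bursicon conditioned medium at about half maximal strength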
PAX8 reporter: inhibitors of PAX8 transcriptional activity in RMG-I cells; RMG-I TPO-luciferase reporter, SteadyGlo, 24 h; hit rate 1.2% among 360,000; inhibition, % at 12.6 µM;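 active = mean replicate inhibition at least 60% with every replicate also reaching 60%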;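 also: luciferase light reporting Pax8 driven TPO promoter activity; plate controls were median of neutral control wells for no effect and mitoxantrone controls for full effect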
PglD inh: blocks C. jejuni PglD acetyltransferase activity; purified PglD enzyme, DTNB colorimetric CoA detection; inhibition, % at 12.5 µM; hit rate 0.098% among 360,000; AID 602405; in the data active = inhibition above about 16%, passing the limit was not always enough; also: strong numbers were not always called active
Statin myotox sup: protects C2C12 myotubes from simvastatin toxicity; rescue of ATP level, % at 7.49 µM; hit rate 0.78% among 330,000; AID 602340; ATP luminescence, 48 h; scaled: DMSO 0, geranylgeraniol control 100;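 active = mean ATP rescue above about 67%, or every replicate alone reaching that limit, limit read from the data, passing the limit was not always enough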;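 also: myotubes were challenged with 10 µM simvastatin during compound exposure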
Cneo AK release: Cryptococcus neoformans lysis via adenylate kinase release | C. neoformans lysis, adenylate kinase release luminescence, 4 h; normalised: neutral wells 0, clomiphene wells 100 | lysis activity, % at 15 µM | hit rate 0.2% among 360,000 | AID 651654;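 active = mean lysis activity across replicates of at least 80%, whatever share of replicates individually reach that level; inactive = mean lysis activity below 80%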
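Material: C. neoformans cells; Schedule: 4 h static compound exposure, 37 °C, read 1 h post-reagent; Measured by: adenylate kinase release luminescence; Read-out: signal increase indicating cell lysis; Controls: Clomiphene as positive lysis control.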
ARNT TACC3 PPI: disrupts binding between human ARNT and TACC3. AlphaScreen His-ARNT PAS-B/GST-TACC3 binding, luminescence; TACC3 fragment carries E629A point mutation. inhibition, % at 9.99 µM. hit rate 0.66% among 390,000. Q9Y6A5;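 active = mean inhibition of replicates at least 50% and at least half of replicates each reaching 50%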;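 also: 0% = complete ARNT plus TACC3 wells and 100% = ARNT alone without TACC3; many hits fall short of the cut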
PGC1a acetyl inh: modulators of PGC1a acetylation | hit rate 0.17% among 350,000 | AID 651687 | U2OS PGC1a acetylation, AlphaScreen anti-acetyl-lysine; with virally co-expressed GCN5 acetyltransferase | inhibition, % at 15.6 µM;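 active = every replicate shows inhibition of at least 40%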;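 also: 0% = neutral control wells and 100% = positive control wells; some results beyond the cut were filed as inactive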
* = called active by the depositor; . = not tested or not shown.

(1) Cc1ccc(NC(=O)Cn2cc3c(n2)CCC(C)C3)cc1 (stereo unspecified)
(2) Cc1ccc(C2=NC(C)(C)NC2=O)cc1
(3) CC(C)NC(=O)N(C)C[C@@H]1OCCCC[C@H](C)Oc2ccc(NC(=O)CCC(F)(F)F)cc2C(=O)N([C@@H](C)CO)C[C@@H]1C
(4) CC[n+]1cccc(-c2nc3ccccc3s2)c1
(5) S=C(NCc1ccc(Cl)cc1Cl)Nc1ccccc1
(6) Cc1nc(SCC(=O)N(C)C2CCS(=O)(=O)C2)c(C#N)c(C)c1C (stereo unspecified)
(7) Cn1nnnc1SCc1cc(=O)[nH]c2ccccc12
(8) O=c1c(Cc2c(F)cccc2Cl)c(O)ccn1C1CC1

Screen / compound no.	1	2	3	4	5	6	7	8
INS-1E GSIS act	-9.8	.	20.0	4.5	-23.6	-12.5	.	7.1
LGR2 antag	49.4	.	16.3	14.6	1.6	1.8	.	-17.3
PAX8 reporter	-6.1	.	2.3	-3.2	1.0	6.0	.	-9.2
PglD inh	3.9	-5.2	1.9	1.8	.	0.1	-4.4	.
Statin myotox sup	3.5	-0.5	.	.	.	2.5	-2.2	2.4
Cneo AK release	-0.6	0.4	1.6	-4.8	.	-0.1	-0.1	.
ARNT TACC3 PPI	-7.6	2.9	-24.2	-10.5	-22.4	.	-17.6	-2.4
PGC1a acetyl inh	6.3	-6.2	13.2	.	.	11.7	3.6	.

(9) CN(C)C(=O)c1ccc(-c2cc3onc(-c4ccccc4)c3c(=O)n2C)cc1
(10) C=CC(C)(O)CCC=C(C)C (stereo unspecified)
(11) CC(C)(C)OC(=O)N[C@@H](C(=O)OC(C)(C)C)c1ccccc1
(12) COc1ccc(C(=O)N2CC3(CC(c4ccc(Cl)cc4)=NO3)C[C@H]2C(=O)NCC(N)=O)cc1 (stereo partly specified)
(13) Cc1ccc(NC(=S)NCCc2ccc(Cl)cc2)c(C)c1
(14) CCCN(C)C[C@H]1OCc2cn(nn2)CCCC(=O)N([C@@H](C)CO)C[C@H]1C
(15) CC(C)CCN1C(=O)c2ccccc2C1C(=O)NCc1cccnc1 (stereo unspecified)
(16) c1nc(NCc2ccc3c(c2)OCO3)c2cc(-c3ccc4c(c3)OCCO4)ccc2n1

Screen / compound no.	9	10	11	12	13	14	15	16
INS-1E GSIS act	-26.1	-0.8	.	-8.5	-30.7	-0.1	.	1.3
LGR2 antag	-15.9	10.0	13.0	13.6	6.1	23.1	.	5.6
PAX8 reporter	-69.1	.	-0.1	0.7	-3.6	-5.7	-7.3	48.6
PglD inh	3.2	-3.0	2.6	0.2	-0.1	2.5	3.1	-4.0
Statin myotox sup	-5.5	-1.2	-8.4	6.7	-24.6	-13.5	.	-18.9
Cneo AK release	-0.6	3.0	0.1	6.3	3.6	-4.0	2.6	0.3
ARNT TACC3 PPI	0.4	-0.2	-3.8	1.0	2.0	-4.6	-2.4	2.6
PGC1a acetyl inh	0.9	-10.1	-7.0	-0.1	7.7	-5.5	-15.6	.

(17) C[C@@H]1CCCCO[C@H](CN(C)S(=O)(=O)c2cn(C)cn2)[C@H](C)CN([C@@H](C)CO)C(=O)c2cc(NC(=O)Nc3ccc(F)cc3)ccc2O1
(18) CCN(CC)S(=O)(=O)c1cccc(C(=O)Nc2cc(C)cc(C)c2)c1
(19) Cc1nccn1CCC1CCCCN1C(=O)CCc1nnc(-c2ccsc2)o1 (stereo unspecified)
(20) O=C(C[C@H]1CC[C@H](NC(=O)CCN2CCCCC2)[C@H](CO)O1)NCc1ccc(Cl)c(Cl)c1
(21) Cc1ccc(NC(=S)N/N=C/c2ccc(Cl)c([N+](=O)[O-])c2)cc1
(22) COC(=O)c1cc(Cl)c(NC(=O)Cc2ccccc2)cc1OC
(23) CCOc1cc(-c2cc(-c3ccc(OC)cc3)nc(N)c2C#N)ccc1O
(24) NC(=O)CCCc1nc(-c2ccccc2)no1

Screen / compound no.	17	18	19	20	21	22	23	24
INS-1E GSIS act	-11.9	.	0.1	13.3	24.7	5.1	31.9	13.8
LGR2 antag	-0.2	.	-1.5	-5.9	-3.7	-4.2	-2.9	-8.3
PAX8 reporter	-11.1	.	-1.4	2.0	.	-9.1	11.3	-8.8
PglD inh	4.8	1.2	.	-0.2	.	-1.4	-9.6	3.1
Statin myotox sup	.	-10.8	.	-15.5	.	-10.3	-15.5	-1.2
Cneo AK release	-2.6	-2.3	.	3.0	.	-0.3	-4.3	-1.0
ARNT TACC3 PPI	2.5	.	-19.5	-9.5	2.8	-6.4	-2.2	-9.2
PGC1a acetyl inh	-9.4	-18.2	2.5	-10.2	3.3	.	-11.4	3.3

(25) CCc1nnc(NC(=O)c2cc(S(=O)(=O)N3CCOCC3)ccc2N2CCCCC2)s1
(26) Cc1noc(C)c1NC(=O)Nc1ccc2c(c1)C(=O)N([C@@H](C)CO)C[C@H](C)[C@H](CN(C)Cc1ccc(C(=O)O)cc1)O2
(27) O=C(NCC(=O)N(c1ccc(F)cc1)C(C(=O)NC1CCCC1)c1cccnc1)c1cccs1 (stereo unspecified)
(28) CO[C@@H]1CC[C@H]2CCN(C)C(=O)[C@@H](C)N(C)C(=O)c3cccc(C#N)c3OC[C@H]1O2
(29) CN1CCC2CC1c1cc(-c3ccc(C(F)(F)F)cc3)ccc12 (stereo unspecified)
(30) C[C@@H]1CN([C@@H](C)CO)C(=O)c2cccc(NC(=O)C3CCCCC3)c2O[C@H]1CN(C)Cc1ccc(C(F)(F)F)cc1
(31) CC1CCc2[nH]c3ccc(C(=O)N4CCCC(C(F)(F)F)C4)cc3c2C1 (stereo unspecified)
(32) Cc1cccc(C)c1NC(=O)C(c1ccccc1)N1CCOCC1 (stereo unspecified)

Screen / compound no.	25	26	27	28	29	30	31	32
INS-1E GSIS act	4.4	7.5	1.6	19.1	5.5	-20.8	-7.4	.
LGR2 antag	0.7	-5.2	15.9	1.9	-0.4	9.1	4.0	.
PAX8 reporter	-14.1	.	7.6	-7.4	-12.0	.	-13.7	2.5
PglD inh	7.5	-12.0	-2.9	0.9	-1.6	-5.7	-5.6	-0.4
Statin myotox sup	6.1	-25.4	-1.3	-1.5	-9.9	20.2	-31.8	3.6
Cneo AK release	0.8	-3.2	-0.9	5.9	1.0	-5.0	-0.2	-1.1
ARNT TACC3 PPI	2.2	-7.1	-10.0	-0.3	-4.7	-2.9	13.5	-2.3
PGC1a acetyl inh	10.6	-0.3	6.4	.	3.1	-21.0	-12.0	0.6

(33) C[C@@H]1CN([C@H](C)CO)C(=O)Cc2cc(NC(=O)C3CCCCC3)ccc2O[C@@H]1CN(C)S(=O)(=O)c1cn(C)cn1
(34) O=C(C[C@@H]1CC[C@@H]2[C@H](COC[C@@H](O)CN2S(=O)(=O)c2ccc(F)cc2)O1)N[C@@H]1CCN(Cc2ccccc2)C1
(35) COc1cccc(C(=O)Nc2ccncc2)c1OC
(36) CC(=O)Nc1c(O)c2ccccc2[nH]c1=O
(37) O=C(C[C@H]1C[C@@H]2c3cc(NC(=O)c4cccnc4)ccc3O[C@@H]2[C@@H](CO)O1)NCc1ccncc1
(38) O=C(Nc1cc2c3c(c1)CC(=O)N3CCC2)c1ccccc1C(F)(F)F
(39) CC(C)NC(=O)N(C)C[C@H]1Oc2cc(C3=CCCCC3)ccc2S(=O)(=O)N([C@@H](C)CO)C[C@@H]1C
(40) CC(=O)c1cn(CC(=O)NCC2CCCO2)c2ccccc12 (stereo unspecified)

Screen / compound no.	33	34	35	36	37	38	39	40
INS-1E GSIS act	1.0	-6.4	16.5	-10.4	2.9	6.8	5.6	.
LGR2 antag	3.5	4.2	4.5	-34.3	5.0	-13.1	-2.2	.
PAX8 reporter	-3.2	-14.8	3.1	3.8	.	-7.8	.	7.3
PglD inh	3.0	-0.4	2.8	9.0	-2.0	4.7	3.4	-5.0
Statin myotox sup	-7.9	3.3	-6.8	-4.2	-7.7	16.7	.	10.0
Cneo AK release	3.4	4.7	-1.1	-21.3	11.1	-0.5	-4.3	-3.2
ARNT TACC3 PPI	3.8	-1.6	29.6	-2.0	-3.6	-0.3	2.3	-6.5
PGC1a acetyl inh	-0.3	-1.9	.	24.9	-9.7	8.4	-15.2	-13.1

(41) O=S(=O)(Nc1nc2ccccc2nc1NCC1CCCO1)c1ccccc1 (stereo unspecified)
(42) COc1ccc(NC(=O)CC2C(=O)N(C)C(=S)N2Cc2ccco2)cc1 (stereo unspecified)
(43) CCN(CC)c1ccc(/C=C/c2cc(-c3ccccc3)c3ccccc3n2)cc1
(44) OC(c1ccc(Cl)c(F)c1)c1ncc(-c2cccc(C(F)(F)F)c2)[nH]1 (stereo unspecified)
(45) COc1ccc(S(=O)(=O)Nc2ccccc2C(N)=O)cc1OC
(46) COc1ccc(OC)c(N(CC(=O)N2CCN(Cc3ccccc3)CC2)S(C)(=O)=O)c1
(47) COc1cc(C2Nc3cc(C)c(C)cc3NC3=C2C(=O)CC(C)(C)C3)ccc1OC(C)=O (stereo unspecified)
(48) CCc1nccn1S(=O)(=O)c1cc(OC)c(Cl)cc1OC
(49) COCCCNC(=O)Cn1nc(-c2cccc(OC)c2)ccc1=O
(50) Cn1c(=O)oc2cc(S(=O)(=O)Nc3cccc(F)c3)ccc21
(51) Cc1ccc(-c2cnc3c(c2)C(=O)N([C@H](C)CO)C[C@H](C)[C@H](CN(C)C(=O)c2ccncc2)O3)cc1

Screen / compound no.	41	42	43	44	45	46	47	48	49	50	51
INS-1E GSIS act	5.2	-16.9	0.3	-19.6	9.2	-0.7	.	-0.8	14.2	5.5	18.0
LGR2 antag	-1.3	-3.4	-0.2	.	-4.6	13.5	.	-5.7	-5.8	4.0	15.2
PAX8 reporter	12.0	8.9	-13.1	21.1	-2.1	24.1	-14.6	-20.8	9.4	-14.6	10.5
PglD inh	.	8.3	-10.0	-1.5	.	-2.6	3.4	4.3	-3.4	-2.0	3.7
Statin myotox sup	.	.	-27.1	8.5	.	1.2	13.0	.	-5.9	9.2	-3.9
Cneo AK release	.	1.1	0.2	-1.3	.	0.0	-1.4	0.1	0.3	0.7	2.2
ARNT TACC3 PPI	-10.6	-10.0	-24.6	.	-1.3	-2.9	-4.4	-2.1	-2.1	.	0.1
PGC1a acetyl inh	-4.5	14.0	.	7.7	-13.4	-14.4	6.4	5.6	4.0	0.7	9.9

Fetched one by one from the entries so far, six records:
(51) Cc1ccc(-c2cnc3c(c2)C(=O)N([C@H](C)CO)C[C@H](C)[C@H](CN(C)C(=O)c2ccncc2)O3)cc1
(44) OC(c1ccc(Cl)c(F)c1)c1ncc(-c2cccc(C(F)(F)F)c2)[nH]1 (stereo unspecified)
(42) COc1ccc(NC(=O)CC2C(=O)N(C)C(=S)N2Cc2ccco2)cc1 (stereo unspecified)
(43) CCN(CC)c1ccc(/C=C/c2cc(-c3ccccc3)c3ccccc3n2)cc1
(48) CCc1nccn1S(=O)(=O)c1cc(OC)c(Cl)cc1OC
(47) COc1cc(C2Nc3cc(C)c(C)cc3NC3=C2C(=O)CC(C)(C)C3)ccc1OC(C)=O (stereo unspecified)

Screen / compound no.	51	44	42	43	48	47
INS-1E GSIS act	18.0	-19.6	-16.9	0.3	-0.8	.
LGR2 antag	15.2	.	-3.4	-0.2	-5.7	.
PAX8 reporter	10.5	21.1	8.9	-13.1	-20.8	-14.6
PglD inh	3.7	-1.5	8.3	-10.0	4.3	3.4
Statin myotox sup	-3.9	8.5	.	-27.1	.	13.0
Cneo AK release	2.2	-1.3	1.1	0.2	0.1	-1.4
ARNT TACC3 PPI	0.1	.	-10.0	-24.6	-2.1	-4.4
PGC1a acetyl inh	9.9	7.7	14.0	.	5.6	6.4

Compounds were not picked by outcome, and some 2.9% of all compounds hit somewhere here.
